Tau fluor counter = counter-screen for tau fibril formation inhibitors; hit rate 0.93% among 280,000; Potency, µM (doses to about 57.7 µM), without a hit: at the highest dose activity change, negative = decrease; tau K18 P301L (four-repeat tau fragment) Alexa594 fluorescence, heparin fibrillization; also: % is scaled to controls: 0 for no effect and ±100 for the full control effect; nearly all actives have a fitted effect of over 55% in size
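Human K18 P301L tau (15 uM unlabeled plus 0.24 uM Alexa 594-labeled, final) in 100 mM sodium acetate pH 7 was mixed with compound and 20 uM heparin and incubated 6 hr at 37 C.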
GAA inh = alpha-glucosidase (human) inhibition; P10253; purified human GAA, 4-MU-alpha-glucoside fluorescence; Potency, µM (titrated, usually from 76.9 µM), for the others: at the highest dose activity change, negative = inhibition, hits mostly inhibitors; hit rate 0.005% among 200,000; AID 1466;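 also: plate controls were uninhibited enzyme wells for no effect and no-enzyme background for full effect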
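Compounds are titrated up to 77 uM against 4 nM human enzyme. Substrate 4-methylumbelliferyl-alpha-D-pyranoside (400 uM) reacts 20 min at room temperature in pH 5.0 buffer; liberated 4-methylumbelliferone is read at 440 nm.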
NPSR antagonist = neuropeptide S receptor (human) antagonism, cAMP; Q6W5P4; CHO-NPSR cells, cAMP TR-FRET, antagonist mode; Potency, µM (titrated, usually from 38.3 µM), inactives show at the highest dose activity change, negative = inhibition, usual class: inhibitors; hit rate 1% among 220,000; also: % is scaled to controls: 0 for no effect and ±100 for the full control effect; nearly all actives have a fitted effect of over 50% in size; many of its hits are not listed in these tables
Target sequence (Q6W5P4 whole entry, looked up): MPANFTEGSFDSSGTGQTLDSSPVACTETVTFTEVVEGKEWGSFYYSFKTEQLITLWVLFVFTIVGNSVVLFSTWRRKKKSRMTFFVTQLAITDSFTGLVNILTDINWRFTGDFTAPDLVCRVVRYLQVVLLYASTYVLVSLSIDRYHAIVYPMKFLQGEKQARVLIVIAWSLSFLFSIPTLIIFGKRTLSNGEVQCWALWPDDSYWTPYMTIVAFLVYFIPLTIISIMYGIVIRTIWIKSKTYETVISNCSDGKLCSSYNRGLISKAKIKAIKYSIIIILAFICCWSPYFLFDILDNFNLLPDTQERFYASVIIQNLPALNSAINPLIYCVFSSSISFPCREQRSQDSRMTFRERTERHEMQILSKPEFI
Epigenetic derep = epigenetic control regulation, reporter derepression. murine LDR cells, GFP reporter derepression, 30 h. Potency, µM (top dose mostly 53.9 µM), inactives show top-dose GFP activation, usual class: activators. hit rate 0.2% among 280,000. AID 1865; also: % of control where 0% means no effect; nearly all actives have a fitted effect of over 60% in size
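Derepression of a silenced CMV-GFP reporter in murine LDR cells is scored by enumerating GFP-positive cells with a laser-scanning microplate cytometer after 30 hours of treatment at 37 C.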
GAA spleen mod = lysosomal alpha-glucosidase (human) modulation; AID 2112; P10253; human spleen homogenate, 4-MU-alpha-glucoside fluorescence; Potency, µM (titrated, usually from 79.9 µM), without a hit: at the top dose activity change, negative = inhibition, actives largely listed as inhibitors; hit rate 0.006% among 240,000;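 also: 0% = enzyme with vehicle and -100% = no enzyme basal signal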
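Enzyme source: human spleen homogenate, 1 ug/well. Buffer 50 mM citric acid/K phosphate pH 5.0, 0.01% Tween-20. 4-MU-alpha-glucoside 1 mM; 37 C x 40 min; NaOH/glycine stop; fluorescence.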
GLA spleen mod = inhibitors or activators of human alpha-galactosidase in spleen homogenate; human spleen homogenate, 4MU-alpha-Gal fluorescence, 40 min; Potency, µM (top dose mostly 80 µM), for inactives: top-dose activity change, negative = inhibition, hits mostly inhibitors; hit rate 0.008% among 240,000; AID 2107;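 also: 0% = enzyme with vehicle and -100% = no enzyme basal signal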
Target sequence (P06280 32-429 limits assumed): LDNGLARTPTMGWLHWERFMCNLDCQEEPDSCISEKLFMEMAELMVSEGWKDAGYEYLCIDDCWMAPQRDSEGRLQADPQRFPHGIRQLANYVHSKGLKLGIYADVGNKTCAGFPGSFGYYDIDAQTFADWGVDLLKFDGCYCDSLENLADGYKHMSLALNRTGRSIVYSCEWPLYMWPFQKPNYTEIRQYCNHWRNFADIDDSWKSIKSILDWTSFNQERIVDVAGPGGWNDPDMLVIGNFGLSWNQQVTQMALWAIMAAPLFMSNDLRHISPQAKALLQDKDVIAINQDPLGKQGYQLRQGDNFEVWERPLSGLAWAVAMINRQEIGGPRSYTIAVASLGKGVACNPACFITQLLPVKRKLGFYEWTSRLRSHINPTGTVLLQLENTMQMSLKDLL
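qHTS titration in buffer at pH 5.0. Alpha-galactosidase activity in spleen homogenate was measured via 4-methylumbelliferone release from 1 mM fluorogenic substrate after 40 min at 37C and a pH 10 stop. AC50 came from Hill fits of control-normalized data.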
ALDH1A1 inh = inhibitors of human aldehyde dehydrogenase 1A1; Purified ALDH1A1, NADH fluorescence, propionaldehyde substrate; Potency, µM (highest dose often 75.3 µM), for the others: at the highest dose activity, negative = inhibition, most hits filed as inhibitors; hit rate 7.3% among 220,000; active = well fitted inhibition curve with a large enough effect, not every such curve was filed as active; inconclusive = small, poorly fitted or top-dose-only effect, or another doubt; inactive = no such curve, though single readings can be large or run the other way;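 also: plate controls were no enzyme wells and a reference inhibitor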
GAA glycogen mod = inhibitors or activators of human alpha-glucosidase glycogen cleavage; recombinant GAA, glycogen substrate, Amplex Red glucose oxidase fluorescence; Potency, µM (highest dose often 76.4 µM), inactives show at the highest dose activity change, negative = inhibition, usual class: inhibitors; hit rate 0.38% among 300,000; AID 2100;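 also: 0% = full enzyme reaction and -100% = no-enzyme basal signal; the screen sought inhibitors and activators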
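Recombinant human enzyme (4 nM); glycogen substrate; 37 C, 40 min, pH 5.0. Readout: coupled glucose oxidase/Amplex Red fluorescence.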
Numbers without * were called inactive; u = inconclusive; x = no result given; [ ] = remark or other dose. Unless noted, calls follow the shape of the dose curve; as a rule, active = well fitted curve in the direction sought with a large enough effect; inconclusive = small, poorly fitted or top-dose-only effect, or another doubt; inactive = no such curve, though single readings can be large; an effect the other way counts as inactive or inconclusive. Potency is read from the fitted curve at half-maximal effect.

Preview:
SMILES	Tau fluor counter	GAA inh	NPSR antagonist	Epigenetic derep	GAA spleen mod	GLA spleen mod	ALDH1A1 inh	GAA glycogen mod
Cc1cccn2c(CNCC3OCCc4ccccc43)c(C(=O)N3CCCCC3)nc12 (configuration not stated)	-0.4%	x	6.5%	-0.1%	5.7%	9.1%	u	-12.4%
CCCCN(C)Cc1c(C)[nH]c2ccccc2c1=O	-5.5%	-11.8%	-20.8%	-0.6%	-14.6%	2.4%	7.4%	-11.6%
O=C(NCCCN1CCOCC1)c1ccc(CS(=O)(=O)c2c(Cl)cccc2Cl)o1	5.3%	1.3%	-3.8%[46.1 µM]	-0.8%	-14.9%	2.7%	-5.0%	-3.2%

Main list, repeating the preview:
SMILES	Tau fluor counter	GAA inh	NPSR antagonist	Epigenetic derep	GAA spleen mod	GLA spleen mod	ALDH1A1 inh	GAA glycogen mod
Cc1cccn2c(CNCC3OCCc4ccccc43)c(C(=O)N3CCCCC3)nc12 (configuration not stated)	-0.4%	x	6.5%	-0.1%	5.7%	9.1%	u	-12.4%
CCCCN(C)Cc1c(C)[nH]c2ccccc2c1=O	-5.5%	-11.8%	-20.8%	-0.6%	-14.6%	2.4%	7.4%	-11.6%
O=C(NCCCN1CCOCC1)c1ccc(CS(=O)(=O)c2c(Cl)cccc2Cl)o1	5.3%	1.3%	-3.8%[46.1 µM]	-0.8%	-14.9%	2.7%	-5.0%	-3.2%
COC(=O)C1C2C=CC3(CN(c4cccc(C)c4)C(=O)C13)O2 (configuration not stated)	-4.5%	-3.9%	-24.5%[46.1 µM]	-1.1%	-4.8%	1.2%	8.9%	-1.6%
O=C(Cc1ccccc1)n1nc(-c2ccco2)nc1SCc1ccccc1	-8.4%	-2.4%	-8.6%[46.1 µM]	1.5%	-17.1%	0.3%	u	9.4%
CCC(=O)Nc1cccc(NC(=O)c2cccc([N+](=O)[O-])c2C)c1	-8.1%	4.0%	22.9%	0.0%	1.5%	-1.2%	-7.4%	-5.4%
COc1ccc2nc(SCC(N)=O)cc(C)c2c1	-3.3%	-3.5%	-3.5%[46.1 µM]	-0.7%	0.8%	4.1%	1.9%	-8.4%
O=C(N/N=C/c1cn[nH]c1-c1ccc(Cl)cc1)c1ccc([N+](=O)[O-])cc1	u	-3.2%	-7.3%	-2.7%	-3.2%	0.0%	u	-14.5%
CCOC(=O)C(C)n1cnc2c(oc3ccccc32)c1=O (configuration not stated)	-0.5%	2.0%	-7.0%[46.1 µM]	-1.1%	-10.8%	-17.2%	-8.9%	3.5%
CCCc1cc(=O)oc2cc(C)cc(OCC(=O)O)c12	0.5%	3.5%	2.8%[46.1 µM]	0.8%	6.0%	12.4%	u	11.0%
CN(C)CCNc1nc(S(=O)(=O)c2ccccc2)c(Cl)s1	-6.6%	3.0%	2.1%	-0.2%	-22.9%	-0.6%	3.2%	1.1%
Cc1ccccc1OCC(=O)Nc1cc(S(=O)(=O)N2CCCCC2)ccc1N1CCN(C)CC1	8.2%	u	-35.0%	-3.6%	-10.1%	4.9%	7.2%	u
CCc1ccc(C(=O)Nc2cc(C)ccc2F)s1	9.7%	4.7%	-20.4%	-4.1%	9.1%	-1.6%	13.2%	-5.1%
CC(C)(C)C1c2[nH]c3ccccc3c2CCN1Cc1cccc(OCCO)c1 (configuration not stated)	3.1%[2.34 µM]	3.9%	-1.8%	-0.1%	6.6%	2.7%	13.1%	-5.4%
COCCn1c(C)cc(C(=O)CSc2ncnc3sc4c(c23)CCC4)c1C	-9.0%	11.5%	u	0.0%	13.1%	7.9%	-6.4%	-34.8%
O=C(C1CCC1)N1CCN(c2ccnc3cc(Cl)ccc23)CC1	10.4%	x	-17.0%	-6.1%	-2.3%	-8.1%	x	2.5%
CCCCC(=O)NC(Nc1sc2c(c1C(N)=O)CCCC2)(C(=O)OCC)C(F)(F)F (configuration not stated)	5.5%	-3.8%	-5.0%	-7.9%	-1.1%	0.2%	-2.1%	u
c1cnc(SCCCOc2ccc3ccccc3c2)nc1	-24.3%	0.0%	-5.0%[46.1 µM]	0.1%	-3.5%	-3.9%	1.9%	1.5%
Cc1cc(C)nc(SCc2ccc(C(=O)NNC(=O)Nc3cccc(Cl)c3)cc2)n1	u	3.1%	-4.6%	0.0%	0.8%	-0.4%	-7.1%	5.0%
CC(C)CCNc1nc(N)c([N+](=O)[O-])c(NCC2CCCO2)n1 (configuration not stated)	-17.1%	-13.7%	-0.4%	0.0%	-3.1%	-14.4%	11.2µM*	-7.4%
Cn1c2ccc(CC(=O)O)cc2c2cc(CC(=O)O)ccc21	-8.7%	3.1%[15.4 µM]	-1.9%[46.1 µM]	1.7%	5.9%	-5.6%	u	6.7%
CC(C)C(=O)c1cc2c(cc1NC(=O)c1ccccc1)OCCO2	-26.0%	-6.8%	u	-1.6%	-3.3%	-1.3%	u	-5.1%
COc1ccc(-n2nnnc2SCC(=O)Nc2nnn(C)n2)cc1	0.0%	-0.9%	3.9%[46.1 µM]	-0.2%	-2.2%	0.8%	5.6%	2.9%
Nc1c2c(nc3sc4c(c13)CCCC4)CCCCCC2	3.3%	7.0%	-34.1%	-5.1%	1.4%	-4.7%	5.6%	13.4%
CC(=O)c1ccccc1OCCOCCOCCOc1ccccc1C(C)=O	5.5%[2.34 µM]	1.9%	25.9%	2.2%	10.7%	1.9%	10.8%	21.1%
COc1ccccc1NC(=O)CSc1nnc(CNC(=O)c2ccco2)o1	-0.7%	-5.3%	-15.0%[46.1 µM]	-0.7%	-5.0%	-2.2%	-6.0%	-4.5%
Cn1ccnc1SCC(=O)Nc1ccc2c(c1)OC(F)(F)O2	-3.8%	-7.8%	1.7%	2.2%	2.9%	-12.0%	-0.1%	6.2%
COC(C(=O)Nc1ccc(S(=O)(=O)Nc2c(C)cccc2C)cc1)c1ccccc1 (configuration not stated)	-3.6%	u	-10.0%	2.4%	-1.2%	-2.3%	u	3.6%
CCCN(CCC)C(=O)C[n+]1cccc(/C=N/O)c1	-0.9%	u	-0.8%[46.1 µM]	0.0%	0.9%	6.5%	15.1%	11.0%
CCn1nccc1C(=O)Nc1cc(Cl)ccc1Cl	3.1%	-6.0%	7.5%[46.1 µM]	0.0%	-3.8%	3.2%	5.6%	1.7%
CCN(c1ccc(C)c(C)c1)S(=O)(=O)c1ccc2c(c1)CCN2C(=O)CCC(=O)O	-7.3%	-4.6%	-12.0%[46.1 µM]	-0.1%	-18.4%	-8.8%	3.3%	-2.4%
COc1ccc(-c2cnnn2-c2ccc(N)cc2)cc1OC	-4.8%	-7.1%	-18.7%[46.1 µM]	1.0%	3.6%	3.3%	u	-1.3%
CS(=O)(=O)N1CCCC(C(=O)NCc2ccco2)C1 (configuration not stated)	-4.0%	-2.5%	u	-5.1%	-1.2%	7.6%	9.6%	-0.4%
O=C(Cc1c(O)c2ccccc2[nH]c1=O)NC1CCCCCCC1	5.5%	-3.3%	-6.7%[46.1 µM]	2.9%	0.3%	9.5%	-8.7%	-15.4%
COc1ccc(Br)cc1CN(C)CC(=O)Nc1cccc(S(N)(=O)=O)c1	0.3%	-2.4%	-8.6%	-1.8%	-0.6%	14.9%	1.9%	3.9%
COc1ccc(OC)c(NC(=O)C2CCN(Cc3cnn(-c4ccccc4)c3-n3cccc3)CC2)c1	-21.7%	u	5.7%[46.1 µM]	-2.9%	4.6%	7.0%	5.1%	-7.3%
CCOC(=O)C1(CCOc2ccccc2)CCN(Cc2cccc3nonc23)CC1	-13.5%	-9.4%	u	-0.1%	-1.4%	2.0%	u	-1.7%
CC1(C)O[C@@H]2[C@@H](O1)C(c1ccccc1)(c1ccccc1)OP(=O)(O)OC2(c1ccccc1)c1ccccc1	-1.2%	x	x	0.8%	-4.6%	5.7%	-14.9%	x
O=C(CN1C(=O)CC(c2ccccc2)=Nc2ccccc21)NCc1ccco1	0.7%	u	-7.4%[46.1 µM]	-1.0%	-1.7%	3.7%	u	-3.7%
COc1ccc(C(=O)CSc2nnc(Cn3cnc4ccccc43)o2)cc1	-6.4%	-11.2%	-6.0%[46.1 µM]	-0.7%	0.8%	2.8%	-11.4%	4.2%
CC/C(=N\NC(=O)c1ccc(-c2ccccc2)cc1)C12CC3CC(CC(C3)C1)C2	-8.4%	-1.1%	4.3%[46.1 µM]	2.2%	-3.3%	-2.3%	12.6µM*	-7.9%
COC(=O)c1ccccc1SC1CC(=O)N(c2ccccc2)C1=O (configuration not stated)	14.3%	0.3%	14.0%	3.6%	-6.2%	-10.3%	u	1.9%
CCOC(=O)c1ccc(NS(=O)(=O)c2ccc3c(c2)oc(=O)n3C)cc1	-0.4%	-0.4%	-13.6%[46.1 µM]	-1.0%	5.7%	2.0%	8.8%	-0.2%
O=c1oc(Nc2cccc(F)c2)nc2ccccc12	-11.6%	-3.0%	6.8%[46.1 µM]	-1.1%	-14.2%	-2.5%	-1.6%	1.7%
COCCN=c1scc(-c2cc(OC)c(OC)c(OC)c2)n1/N=C/c1c(C)[nH]c2ccccc12	7.94µM*[quencher]	-10.3%	-19.3%	3.0%	-7.0%	-3.4%	u	4.3%

Some values from the entries so far:
In Tau fluor counter, CC(C)C(=O)c1cc2c(cc1NC(=O)c1ccccc1)OCCO2 reads -26.0%
In GAA glycogen mod, O=c1oc(Nc2cccc(F)c2)nc2ccccc12 reads 1.7%
In Epigenetic derep, O=C(NCCCN1CCOCC1)c1ccc(CS(=O)(=O)c2c(Cl)cccc2Cl)o1 reads -0.8%

Later entries
SMILES	Tau fluor counter	GAA inh	NPSR antagonist	Epigenetic derep	GAA spleen mod	GLA spleen mod	ALDH1A1 inh	GAA glycogen mod
CC1Cc2nc(SCC(=O)NC3CCCCC3)n(C)c(=O)c2S1 (configuration not stated)	-5.5%	-8.9%	-3.4%[46.1 µM]	0.9%	-3.6%	-4.3%	-102.2%	-1.7%
O=S(=O)(c1ccc(Cl)cc1)N1CCC(N2CCOCC2)CC1	-9.4%	0.9%	-4.2%[46.1 µM]	0.0%	1.6%	-4.8%	u	-2.5%
CCOc1c(OC(C)=O)ccc(/C=C2\N=C(SCC)SC2=O)c1[N+](=O)[O-]	17.8µM*[quencher]	3.6%	3.4%[46.1 µM]	-0.9%	7.8%	8.8%	u	u
COc1ccc(Cl)cc1NC(=S)N1CCN(C(=O)C2CCCO2)CC1 (configuration not stated)	-13.1%	-5.8%	-17.8%	5.1%	-2.8%	-1.7%	u	6.7%
Cc1ccc(-c2noc(CCCC(=O)N3CCOCC3)n2)cc1	-5.7%	-1.3%	0.5%[7.67 µM]	0.6%	-7.4%	-5.4%	1.3%	3.8%

This is a subset, so the mix of outcomes need not match the whole.
